Screening data (PubChem)
Rab9 promoter act – Rab9 promoter activation | Huh7 Rab9 promoter-luciferase reporter, luminescence, 24 h | Potency, µM (doses to about 9.22 µM), inactives show top-dose activation, negative = inhibition, hits mostly activators | hit rate 2.8% among 320,000 | AID 485297; also: % of control where 0% means no effect; nearly all actives have a fitted effect of over 60% in size
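Rab9 promoter-driven luciferase in stably transfected Huh7 cells; 1500 cells/well rested 2 h, exposed to compound in DMSO for 24 h at 37 °C, 5% CO2. Luminescence read 10 min after adding luciferase reagent at ambient temperature.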
RORgamma inh – blocks mouse ROR gamma transcriptional activity | P51450 | Drosophila S2 Gal4-RORgamma UAS-luciferase reporter, 20 h | Potency, µM (highest dose often 53.6 µM), inactives show at the highest dose activity change, negative = inhibition, usual class: inhibitors | hit rate 5.4% among 310,000 | AID 2551; also: % is scaled to controls: 0 for no effect and ±100 for the full control effect; nearly all actives have a fitted effect of over 60% in size
Target sequence (P51450 whole entry, looked up, the tested form may be a part): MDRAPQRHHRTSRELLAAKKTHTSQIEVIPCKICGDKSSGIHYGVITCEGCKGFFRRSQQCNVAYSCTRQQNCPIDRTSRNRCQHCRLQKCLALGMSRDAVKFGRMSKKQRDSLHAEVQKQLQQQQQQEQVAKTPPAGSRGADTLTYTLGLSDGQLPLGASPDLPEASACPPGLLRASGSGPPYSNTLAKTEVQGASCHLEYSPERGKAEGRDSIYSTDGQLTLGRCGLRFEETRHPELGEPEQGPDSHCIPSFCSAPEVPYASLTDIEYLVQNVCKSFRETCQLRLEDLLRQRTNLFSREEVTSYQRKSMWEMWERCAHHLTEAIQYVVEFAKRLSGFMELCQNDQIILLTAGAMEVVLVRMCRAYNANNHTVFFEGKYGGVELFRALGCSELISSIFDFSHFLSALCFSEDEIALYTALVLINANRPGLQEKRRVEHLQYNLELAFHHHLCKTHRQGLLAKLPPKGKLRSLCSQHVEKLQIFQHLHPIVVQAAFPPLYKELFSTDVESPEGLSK
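Compounds are pin-transferred onto Drosophila Schneider cells expressing a copper-inducible Gal4–ROR gamma transactivation domain fusion. After 1 hr, copper sulfate is added to 700 uM final; luciferase is read 20 hr later.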
uPA surface inh – blocks generation of uPA at the cell surface. cell surface uPA generation assay, qHTS. hit rate 0.31% among 330,000. Potency, µM (series often up to 38.3 µM), for the others: at the top dose activity change, negative = inhibition, most hits filed as inhibitors. AID 540303; active = well fitted inhibition curve with a large enough effect; inconclusive = small, poorly fitted or top-dose-only effect; inactive = no such curve, though single readings can be large or run the other way; tested in mouse RAW 264.7 cells; also: % is scaled to controls: 0 for no effect and ±100 for the full control effect; nearly all actives have a fitted effect of over 55% in size
p53 reactivation – re-activators of mutant p53; H1299 p53-A138V BP100-luciferase reporter, luminescence, 24 h; Potency, µM (top dose mostly 92.2 µM), for inactives: at the top dose activity change, positive = activation, usual class: activators; AID 504706; hit rate 0.063% among 320,000; also: % of control where 0% means no effect; nearly all actives have a fitted effect of over 45% in size
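p53-null H1299 cells stably carrying temperature-sensitive p53-A138V and a BP100-luciferase reporter were pinned with compounds (4-point, 1:5 series) and held 24 hrs at 37 deg C. Luminescence was read 10 min after detection reagent.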
FLuc modulator – counter-screen for miR-21 project: firefly luciferase inhibitors or activators | P08659 | Potency, µM (doses to about 57.5 µM), for inactives: at the highest dose activity change, negative = inhibition, hits mostly inhibitors | purified FLuc, Km substrates, luminescence inhibition | AID 588342 | hit rate 6.9% among 360,000;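 also: plate controls were vehicle for no effect and reference inhibitor for full effect; nearly all actives have a fitted effect of over 55% in size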
Target sequence (P08659 whole entry, looked up): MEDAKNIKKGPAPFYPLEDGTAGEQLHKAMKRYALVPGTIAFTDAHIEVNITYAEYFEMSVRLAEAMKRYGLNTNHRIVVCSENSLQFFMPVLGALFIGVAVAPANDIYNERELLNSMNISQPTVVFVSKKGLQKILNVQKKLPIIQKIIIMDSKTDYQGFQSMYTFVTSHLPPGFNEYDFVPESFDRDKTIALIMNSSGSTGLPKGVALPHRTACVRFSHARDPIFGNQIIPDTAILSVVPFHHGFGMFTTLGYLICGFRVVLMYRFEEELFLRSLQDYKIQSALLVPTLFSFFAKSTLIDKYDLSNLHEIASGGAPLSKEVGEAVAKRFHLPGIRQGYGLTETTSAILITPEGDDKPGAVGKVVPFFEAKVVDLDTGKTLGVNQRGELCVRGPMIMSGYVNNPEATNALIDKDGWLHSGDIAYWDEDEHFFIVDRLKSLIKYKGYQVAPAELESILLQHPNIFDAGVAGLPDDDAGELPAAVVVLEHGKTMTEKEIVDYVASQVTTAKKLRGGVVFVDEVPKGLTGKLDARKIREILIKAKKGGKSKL
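Biochemical qHTS of compounds, final roughly 60 µM downward over six points, against 10 nM purified firefly luciferase using Km concentrations of substrates (10 uM D-luciferin, 10 uM ATP) in Tris acetate pH 7.5 buffer; luminescence output.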
NPC1 prom act – activates the NPC1 promoter. Huh7 NPC1 promoter luciferase reporter, 24 h. Potency, µM (titrated, usually from 9.22 µM), without a hit: top-dose activation, most hits filed as activators. hit rate 2.4% among 320,000. AID 485313;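 also: % of control where 0% means no effect; nearly all actives have a fitted effect of over 60% in size; reporter is driven by a mutant NPC1 promoter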
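Cells: Huh7 expressing luciferase under the NPC1 promoter, 1500/well. Seeded 2 h, compound added, incubated 24 h at 37 °C. Luciferase reagent, 10 min ambient, then luminescence.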
BRCA1 expr up – BRCA1 expression activation | MCF7-BRCA1-FFLuc reporter, luminescence, 48 h; response scale: scaled: vehicle 0%, 10 µM genistein 100% | Potency, µM (top dose mostly 46.1 µM), inactives show at the top dose activation, usual class: activators | hit rate 1.1% among 380,000; also: nearly all actives have a fitted effect of over 80% in size; some results filed as inactive show a strong effect at the top dose
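MCF7 cells carrying a BRCA1-firefly luciferase reporter (2000 cells/well, phenol-red free MEM) were attached for 2 h at 37 °C, then given compounds for 48 h. Luminescence was read 15 min after luciferase reagent; activity normalized to genistein (10 microM) and DMSO.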
VP16 counter – Gal4-VP16 reporter inhibition counter-screen. Drosophila S2 Gal4-VP16 UAS-luciferase, luminescence, 20 h. Potency, µM (highest dose often 53.6 µM), for the others: top-dose activity, negative = inhibition, most hits filed as inhibitors. hit rate 3.5% among 310,000;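 also: Gal4-VP16 expression switched on by copper sulfate through the metallothionein promoter; % is scaled to controls: 0 for no effect and ±100 for the full control effect; nearly all actives have a fitted effect of over 50% in size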
ELG1 genotoxic – inducers of genotoxicity in HEK293T ELG1-luciferase cells. HEK293T ELG1-luciferase reporter, luminescence, 16 h. Potency, µM (top dose mostly 46 µM), for the others: at the top dose activity change, positive = activation, most hits filed as activators. hit rate 1.3% among 330,000. AID 504466; also: % of control where 0% means no effect; nearly all actives have a fitted effect of over 60% in size
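ELG1-luciferase HEK293T cells, 2,000/well; compound pinned in; 16 hr, 37 °C, 5% CO2; ONE-Glo, 30 min RT; luminescence on CCD imager.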
MBNL1 CUG block – inhibitors of human MBNL1 binding to CUG repeat RNA; TR-FRET MBNL1-His/biotin-(CUG)12 binding, 665/545 ratio; hit rate 0.036% among 280,000; AID 2675; Potency, µM (titrated, usually from 57.5 µM), for the others: at the top dose activity change, negative = inhibition, hits mostly inhibitors; Q9NR56; active = well fitted inhibition curve with a large enough effect in the signal ratio, with a control signal flat, not every such curve was filed as active; inconclusive = small, poorly fitted or top-dose-only effect, or effect the other way, or a change in a side signal; inactive = no such curve, though single readings can be large or run the other way; the % refers to the signal ratio; also: % is scaled to controls: 0 for no effect and ±100 for the full control effect
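Ratiometric TR-FRET (665 over 545 nm, excitation 340 nm) tracks disruption of MBNL1-His/biotin-(CUG)12 complex after 60 min at room temperature, with compounds at 92 nM to 58 uM final.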
An asterisk follows results filed as active; ? = inconclusive; . = no result given; & = joins results of further samples; [ ] = remark or other dose. Unless noted, calls follow the shape of the dose curve; as a rule, active = well fitted curve in the direction sought with a large enough effect; inconclusive = small, poorly fitted or top-dose-only effect, or another doubt; inactive = no such curve, though single readings can be large; an effect the other way counts as inactive or inconclusive. Potency is read from the fitted curve at half-maximal effect.

SMILES	Rab9 promoter act	RORgamma inh	uPA surface inh	p53 reactivation	FLuc modulator	NPC1 prom act	BRCA1 expr up	VP16 counter	ELG1 genotoxic	MBNL1 CUG block
CCn1c2ccccc2c2nnc(SCC(=O)c3c(N)n(C)c(=O)n(C)c3=O)nc21	1%	?	18%	4%	0%	-12%	-2%	7%	2%	1%
COc1ccc(NC(C)C(=O)N/N=C/c2ccccc2OCc2ccc(Br)cc2)cc1 (stereo not given)	8%	26%	-1%	10%	-4%	23%	4µM*	0%	5%	-1%
CS(=O)(=O)N1CCC(C(=O)NCCC2=CCCCC2)CC1	0%	-8%	-2%	1%	0%	-2%	1%	-11%	-5%	0%
Cc1cc(C)cc(CC2CC(=O)N(c3ccc(Cl)cn3)C2=O)c1 (stereo not given)	-7%	-6%	.	-1%	1%	0%	-11%	1%	4%	2%
O=C(CCc1ccccn1)N1CCCC(N2CCN(c3ccc(F)cc3)CC2)C1 (stereo not given)	0%	.	-9%	.	0%	-1%	-16%	.	-3%	1%
C#CCNC(=O)C(C)c1ncc(C(F)(F)F)cc1Cl (stereo not given)	7%	5%	-6%	0%	-2%	-2%	27%	-2%	-2%	-16%
CCC1C(=O)NCCN1C(=O)CCc1nnc(CCc2ccc(OC)cc2)o1 (stereo not given)	8%	10%	0%	5%	-3%	-1%	2%	16%	4%	2%
CC(NC(=O)Nc1cccc(Cl)c1)C(c1cccs1)N1CCCC1 (stereo not given)	0%	-5%	0%	-7%	-2%	1%	-22%	-10%	-4%	-17%
Cc1cccc2sc(NC(=O)CCNC(=O)c3ccco3)nc12	-3%	.	0%	-7%	-1%	-4%	7%	.	1%	.
Cc1ccc(NC(=S)Nc2cc(C)on2)cc1	2.8µM*	6%	-5%	1%	27µM*	1.4µM*	?	1%	?	-8%
CC(c1ccccc1)n1c(N2CCNCC2)nc2c1c(=O)[nH]c(=O)n2C (stereo not given)	1%	-31%	5%	.	0%	-1%	0%	1%	3%	-3%
CCOC(=O)Cn1nc(C)c2c1CCCC2=O	0%	18%	1%	6%	1%	-4%	14%	-1%	2%	0%
Cc1nc(NC(=O)COC(=O)CCc2nc3ccccc3s2)c(Cl)cc1Cl	-9%	-8%[10 µM]	-2%	6%	1%	-2%	-8%	-2%	1%	.
Nc1nc(CN2CCC(Cc3ccccc3)CC2)nc(Nc2ccccc2)n1	-3%	10µM*	-1%	0%	2%	1%	-1%	-26%	-5%	-1%
CC(=O)c1ccc(NC(=O)CSc2nc(N)c3cc4c(nc3n2)CCCC4)cc1	?	11%	-7%	?	1.3µM*	?	57%	-13%	16%	112%[activator]
COc1ccc([C@H]2CC(=O)C=C(c3ccc4[nH]ccc4c3)C2)cc1OC	-2%	.	-11%	-20%	?	-6%	-22%	.	4%	.
O=C(Nc1ccc(Cc2ccncc2)cc1)c1ccco1	?	22%	-6%	?	19µM*	?	?	-7%	16%	6%
O=C(CCC1CCCC1)N1CCN(S(=O)(=O)Cc2ccccc2)CC1	-1%	1%	-2%	1%	4%	6%	-1%	-5%	-6%	3%
CCN(CC)CCNC(C(=O)Nc1ccc([N+](=O)[O-])cc1Br)c1ccccc1 (stereo not given)	-2%	-11%	-7%	-11%	-2%	2%	2%	3%	1%	?
CCCCOC(=O)C1=C(C)NC2(O)c3ccccc3C(=O)C12O (stereo not given)	6%	32%	7%	7%	1%[2.3 µM]	2%	-18%	0%	16%	?
O=[N+]([O-])c1cnccc1NC1CCCCC1	-1%[1.84 µM]	0%	?	-5%	-1%	-1%	-1%	8%	2%	?
CC(=O)Nc1ccc(NC(=O)CSc2nc3c([nH]c4ccccc43)c(=O)n2-c2ccccc2F)cc1	2%	-9%	6%	-7%	?	-3%	-60%	-3%	0%	10%
CC1(c2ccc(OC(F)F)cc2)NC(=O)N(CC(=O)Nc2ccc(OC(F)F)cc2)C1=O (stereo not given)	-8%	16%	3%	-5%	2%	-1%	-60%	-17%	-18%	0%
O=C(NN1C(=O)/C(=C/c2cccnc2)SC1=S)C(c1ccccc1)c1ccccc1	-1%	26%	.	-1%	-4%	-1%	3%	-18%	-5%	10%
Cc1cc2n(n1)C(c1sccc1C)Nc1c(C)cccc1-2 (stereo not given)	-2%	-39%	-4%	-6%	1%	0%	-9%	-2%	-1%	1%

Next part
SMILES	Rab9 promoter act	RORgamma inh	uPA surface inh	p53 reactivation	FLuc modulator	NPC1 prom act	BRCA1 expr up	VP16 counter	ELG1 genotoxic	MBNL1 CUG block
Cc1ccc(Nc2ccc(NCc3ccccc3)nn2)cc1C	20%	12%	3%	?	17µM*	14%	82%	2%	?	?
CN(C)CCNc1nc(-c2ccco2)c2c(c1C#N)CC(C)(C)OC2	3%	-4%	-2%	1%	3%	-4%	23%	0%	0%	4%
CC1C(=O)N2CCCc3cc(NC(=O)C(=O)NCCc4ccc(F)cc4)cc1c32 (stereo not given)	0%	.	-6%	-5%	0%	-4%	-34%	.	?	.
CCOC(=O)C1=C(C)C(c2ccccc2O)NC(=O)N1 (stereo not given)	0%	24%	1%	-7%	0%	-1%	6%	2%	-3%	-3%
Cn1c(N)c(C(=O)COC(=O)c2cc(C(F)(F)F)nc3ccccc23)c(=O)n(Cc2ccccc2)c1=O	-4%	2%&-10%	18%	-10%	6%	-4%	6%	-3%&9%	1%	-16%
CCOC(=O)C1=C(c2ccccc2)Nc2ncnn2C1c1cccc(O)c1 (stereo not given)	-5%	3%	23%	-1%	-1%	-6%	-1%	-1%	3%	-5%
COc1ccc([C@H]2CC(=O)C=C(c3ccc(Cl)c(F)c3)C2)cc1	-9%	.	-3%	16%	-2%	11%	13%	.	1%	.
Cc1ccc(OCCn2cc(/C=C(\C#N)C(=O)NCC3CCCO3)c3ccccc32)cc1 (stereo not given)	12%	?	-6%	-5%	?	0%	-29%	-6%	-6%	.
CCc1ccc(NC(=O)CSc2nc3c(c(=O)n(C)c(=O)n3C)n2C)cc1	?	-9%	4%	-10%	-9%	-5%	-2%	0%	1%	7%
CC(C)(C)OC(=O)N1CC=C2C(C#N)=C(N)C(C#N)(C#N)[C@H](c3cccnc3)[C@H]2C1	-2%	?	-2%	5%	4%	-3%	-11%	11%	-2%	6%
O=C(NCCN1CCOCC1)c1ccc2ccccc2c1	22%	16%	-4%	17%	-12%	18%	24%	26%	5%	9%
COc1ccc(S(=O)(=O)NCc2cccnc2)cc1Br	-21%	?	?	-1%	1%	-22%	0%	11µM*	3%	-8%
CCCCCCSc1cc(-c2nc3ccc(Cl)cn3c2NC2CCCCC2)ccc1OC	1%	.	-4%	-3%	-1%	-1%	-12%	.	8%	.
OCC1=C[C@@H](O)[C@@H]2C=CO[C@@H](O[C@@H]3O[C@H](CO)[C@@H](O)[C@H](O)[C@H]3O)[C@H]12	.	.	7%	-4%	.	.	8%	.	0%	.
CC(C)CNC(=O)COC(=O)c1ccc(Cl)c(S(=O)(=O)N2CCc3ccccc32)c1	0%	6%	-1%	0%	-4%	-5%	5%	-19%	0%	0%
O=C(Nc1nc(-c2ccccc2)cs1)c1cccc(S(=O)(=O)N2CCN(Cc3ccccc3)CC2)c1	-6%	-8%	6%	0%	0%	-1%	-38%	-7%	-13%	7%

Of the compounds above, seven contain fluorine.
SMILES	Rab9 promoter act	RORgamma inh	uPA surface inh	p53 reactivation	FLuc modulator	NPC1 prom act	BRCA1 expr up	VP16 counter	ELG1 genotoxic	MBNL1 CUG block
O=C(CCc1ccccn1)N1CCCC(N2CCN(c3ccc(F)cc3)CC2)C1 (stereo not given)	0%	.	-9%	.	0%	-1%	-16%	.	-3%	1%
C#CCNC(=O)C(C)c1ncc(C(F)(F)F)cc1Cl (stereo not given)	7%	5%	-6%	0%	-2%	-2%	27%	-2%	-2%	-16%
CC(=O)Nc1ccc(NC(=O)CSc2nc3c([nH]c4ccccc43)c(=O)n2-c2ccccc2F)cc1	2%	-9%	6%	-7%	?	-3%	-60%	-3%	0%	10%
CC1(c2ccc(OC(F)F)cc2)NC(=O)N(CC(=O)Nc2ccc(OC(F)F)cc2)C1=O (stereo not given)	-8%	16%	3%	-5%	2%	-1%	-60%	-17%	-18%	0%
CC1C(=O)N2CCCc3cc(NC(=O)C(=O)NCCc4ccc(F)cc4)cc1c32 (stereo not given)	0%	.	-6%	-5%	0%	-4%	-34%	.	?	.
Cn1c(N)c(C(=O)COC(=O)c2cc(C(F)(F)F)nc3ccccc23)c(=O)n(Cc2ccccc2)c1=O	-4%	2%&-10%	18%	-10%	6%	-4%	6%	-3%&9%	1%	-16%
COc1ccc([C@H]2CC(=O)C=C(c3ccc(Cl)c(F)c3)C2)cc1	-9%	.	-3%	16%	-2%	11%	13%	.	1%	.
